MsrA inhibitor: inhibitors of bovine MsrA | AID 651718 | purified bovine MsrA, absorbance read-out | inhibition, % at 15.5 µM | actives 0.75% (n = 360,000); in the data active = inhibition above about 4.5%;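 note: 0% = vehicle wells with enzyme and 100% = reference inhibitor wells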
MT1-MMP act inh: inhibitors of human MT1-MMP activation; P50281; HT1080 RFP-PRO-GFP cells, GFP/RFP ratio fluorescence, overnight; percent of plate control window, DMSO zero; GFP/RFP ratio change, % at 20 µM; actives 0.061% (n = 360,000); AID 651647;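 active = GFP/RFP ratio change of at least 30% with cell ATP level not reduced by more than half and red fluorescence within 50% of control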; note: strong numbers were not always called active
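Test system: HT1080 RFP-PRO-GFP cells; Benchmarks: DMSO and RFP-L50D-GFP cell wells; Timing: cells overnight before dosing, compound overnight, 37 °C, 5% CO2; Compound: one 20 µM compound dose with 1% DMSO; Read-out: GFP/RFP fluorescence ratio.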
SKN-1 inh: blocks SKN-1 activity in C. elegans; C. elegans VP596 Pgst-4::GFP/RFP ratio, acrylamide-induced, 24 h; inhibition, % at 21.8 µM; actives 0.49% (n = 360,000);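 active = interference check ratio from 0.5 to 1.5 plus GFP to RFP signal ratio inhibition reaching or exceeding a fixed threshold, cut at about 30% in these data, passing the limit was not always enough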; note: some compounds called inactive have numbers as strong as hits
Neddylation inh: cullin neddylation inhibition; P61081+Q13564; TR-FRET cullin neddylation, biochemical; calls only at 25 µM; actives 0.58% (n = 360,000); AID 651699; in the data active = inhibition above about 36%
FAS-TE inh: FAS thioesterase (human) inhibition; P49327; recombinant FAS-TE, OMFH fluorogenic substrate, fluorescence endpoint; inhibition, % at 15 µM; actives 0.67% (n = 360,000); AID 602261;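 active = compounds whose normalised, plate-corrected inhibition of enzyme fluorescence in the single-dose primary screen is 50% or more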;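 note: 0% = DMSO with enzyme and 100% = substrate without enzyme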
E coli Lon inh: E. coli protease La inhibition | actives 0.42% (n = 360,000) | P0A9M0 | inhibition, % at 7.94 µM | purified E. coli Lon protease, fluorescence polarization; in the data active = inhibition above about 13%, passing the limit was not always enough;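 note: 0% = enzyme with probe and DMSO and 100% = no enzyme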
bovine MsrA act: bovine methionine sulfoxide reductase A activation. purified bovine MsrA, absorbance read-out. activation, % at 10.6 µM. actives 0.3% (n = 360,000). AID 602163; in the data active = activation above about 7.5%;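 note: 0% = vehicle and 100% = reference activator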
NRP1-CendR mod: modulators of CendR peptide binding to human neuropilin-1 | actives 0.85% (n = 360,000) | FAM-RPARPAR peptide binding to NRP-1, fluorescence polarization | O14786 | AID 602438 | inhibition, % at 25 µM;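 active = inhibition or corrected inhibition above about 18%, plus a signal ratio from 0.5 to 1.5, limit read from the data, passing the limit was not always enough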; note: strong numbers were not always called active
Target sequence (O14786 whole entry, looked up): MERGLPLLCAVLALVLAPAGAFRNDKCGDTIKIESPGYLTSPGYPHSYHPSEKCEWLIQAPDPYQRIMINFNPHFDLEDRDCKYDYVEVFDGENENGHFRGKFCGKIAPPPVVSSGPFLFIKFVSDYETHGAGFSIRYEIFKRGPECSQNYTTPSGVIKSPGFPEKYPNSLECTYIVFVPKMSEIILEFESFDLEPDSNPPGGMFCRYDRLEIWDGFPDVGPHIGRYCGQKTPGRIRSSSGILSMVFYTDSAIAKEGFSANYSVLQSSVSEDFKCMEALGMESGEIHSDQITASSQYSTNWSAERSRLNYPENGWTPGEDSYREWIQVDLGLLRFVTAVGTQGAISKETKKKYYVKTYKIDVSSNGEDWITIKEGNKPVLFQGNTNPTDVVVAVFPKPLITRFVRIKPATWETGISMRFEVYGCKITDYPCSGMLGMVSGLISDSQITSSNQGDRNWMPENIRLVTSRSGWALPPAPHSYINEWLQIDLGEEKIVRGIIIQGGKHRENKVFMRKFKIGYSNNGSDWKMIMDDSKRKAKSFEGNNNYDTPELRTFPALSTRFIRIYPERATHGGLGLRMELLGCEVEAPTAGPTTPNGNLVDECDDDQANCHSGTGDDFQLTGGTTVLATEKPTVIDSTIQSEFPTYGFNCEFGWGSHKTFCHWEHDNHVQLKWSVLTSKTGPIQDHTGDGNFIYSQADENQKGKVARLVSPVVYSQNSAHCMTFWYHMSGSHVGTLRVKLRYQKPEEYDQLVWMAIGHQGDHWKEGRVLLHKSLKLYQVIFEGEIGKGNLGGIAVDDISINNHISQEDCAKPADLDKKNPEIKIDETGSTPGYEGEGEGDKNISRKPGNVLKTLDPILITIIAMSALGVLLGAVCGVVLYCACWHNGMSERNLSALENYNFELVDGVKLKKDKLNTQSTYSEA
Rin1 Abl inh: blocks binding of human Rin1 to Abl; P00519+Q13671; inhibition, % at 7.35 µM; AID 588664; TR-FRET Rin1/Abl binding, biochemical; actives 0.4% (n = 360,000); in the data active = inhibition above about 5%, passing the limit was not always enough
* hit, by the source's call; i = inactive; . = no result given.

SMILES	MsrA inhibitor	MT1-MMP act inh	SKN-1 inh	Neddylation inh	FAS-TE inh	E coli Lon inh	bovine MsrA act	NRP1-CendR mod	Rin1 Abl inh
O=C(Nc1cccc(F)c1)c1ccc(-c2ccccc2Cl)o1	.	-1	31	i	38	-4	-2	-5	1
O=C(COC(=O)C1CCC(=O)N1)Nc1ccc(Oc2ccccc2)cc1 (stereo not drawn)	0.1	5	5	i	-3	4	-1	8	0
COc1cccc(C(O)C2OC(=O)c3ccccc32)c1OC (stereo not drawn)	0.0	-2	10	i	-4	-5	-2	13	2
Cc1ccc(NS(=O)(=O)c2cccc3nsnc23)cc1C	1.5	1	1	i	-3	-7	-4	2	2
COc1ccc2nc(Cl)cc(Cl)c2c1	-1.0	1	7	i	-3	-1	-2	11	1
CC1(Oc2cccc(C#N)c2)CCN(Cc2csc3ccccc23)C1 (stereo not drawn)	1.1	-2	5	i	20	2	-1	-4	1
COc1ccc(C2CC(=O)Nc3sc(=N)c4c(N)c(C#N)c(N)nc4c32)cc1OC (stereo not drawn)	-0.9	-7	-17	i	-4	-9	-12	-13	0
O=S1(=O)CCOC(CO)CN1Cc1ccc(Cl)c(Cl)c1 (stereo not drawn)	0.5	4	-12	i	-5	6	-1	-14	-2
O=C(Nc1cccc(S(=O)(=O)NCc2ccco2)c1)c1cccc(Cl)c1	1.0	4	1	i	10	13	-8	4	1
O=C(NCc1ccccn1)c1ccc(OC2CCN(Cc3cccs3)CC2)cc1	0.1	-6	16	i	-2	1	-2	0	-1
O=C1c2cccnc2C(Nc2ccccc2Br)N1Cc1ccco1 (stereo not drawn)	1.2	-1	-6	i	-4	2	-2	0	-3
Cc1cc(Br)cn2c(Cc3ccccc3)c(-c3cccc(Cl)c3)nc12	0.8	-2	11	i	19	6	-15	-5	.
COc1ccccc1CN1C(=O)C(=O)N(Cc2cccc(C)c2)C1=O	1.2	1	-3	i	8	-4	-1	-6	0
COc1ccc(/C=C/C(=O)NCC(=O)N/N=C/c2ccc(OC)cc2)cc1	0.1	-3	1	i	-6	5	-2	20*	0
O=C(Cc1ccsc1)Nc1cc(F)ccc1F	1.6	-2	17	i	-2	6	0	14	1
O=C1c2ccccc2C(O)(c2ccccc2)N1C1CC1 (stereo not drawn)	-0.7	2	1	i	-4	1	-4	12	3
Cc1ncc(CO)c(/C=N/NC(=O)c2cc3c(s2)CCCC3)c1O	1.2	-24	-4	.	3	-56	-4	-15	0
Cc1ccc(C)c(NC(=O)CN(C)C(=O)c2nn(C)c(=O)c3ccccc23)c1	-0.6	2	-3	i	-4	7	-2	-1	1
CC1CCCCC1NC(=O)CSCC(=O)O (stereo not drawn)	0.8	8	23	i	-6	-7	-2	2	-4
CN1C(=O)CC(N2CCC(c3nc4ccccc4[nH]3)CC2)C1=O (stereo not drawn)	-0.3	2	8	i	-8	-4	-7	-1	3
CC(=O)Nc1ccc(NC(=O)C(C)OC(=O)C2CCCCC2)cc1 (stereo not drawn)	-0.1	0	-10	i	-4	17	-6	2	2
O=C(NCCN1CCOCC1)Nc1cccc(Cl)c1	0.6	2	10	i	-5	17	-4	-4	-4
COc1ccccc1CNCc1cccc(Oc2ccccc2)c1	0.9	2	-5	i	-1	-3	-10	-4	-1
Cc1cccc(C)c1N(CC(=O)N1CCN(C)CC1)S(C)(=O)=O	0.1	4	9	i	-8	-2	-1	1	1
COc1ccc(NC(=O)c2cc(C3CCCCN3C(=O)C3CC3)on2)c(C)c1 (stereo not drawn)	0.2	0	6	i	-5	-7	0	1	1
CC(C)Cn1c(NCCN(C)C)nc2c1c(=O)[nH]c(=O)n2C	-1.5	10	5	i	-8	24*	-2	-2	0
O=C(OCCN=C1NS(=O)(=O)c2ccccc21)c1ccco1	2.1	-1	2	i	-8	3	-13	2	1
O=C1CCC(C(=O)N2CCC(O)CC2)CN1CCc1ccc(Cl)cc1 (stereo not drawn)	-0.8	-1	12	i	-5	-4	-3	-2	1
COc1c(C)cccc1C(=O)Nc1ccc(N2CCOCC2)c(Cl)c1	-0.7	2	-6	i	4	2	-9	-8	-1
CCCCOc1ccc(CN(CCO)CCO)cc1[N+](=O)[O-]	3.1	3	11	i	-17	-3	-12	2	6
CCOc1ccccc1/C=N/NC(=O)CNC(=O)c1cccs1	0.9	-3	-6	i	-1	0	-3	-1	1
Cn1c(CNC(=O)c2ccc(F)cc2)cc2ccccc21	0.2	-3	-4	i	5	-5	-11	1	-5
O=C(COC(=O)c1ccccc1)Nc1cc(S(=O)(=O)N2CCCCCC2)ccc1Cl	-0.8	2	8	i	17	11	-2	5	0
CC1(C(=O)NCc2ccco2)Cc2c(-c3ccccc3)ccnc2O1 (stereo not drawn)	1.3	-2	-5	i	-6	1	-6	-1	-3
Cc1cccnc1Sc1c([N+](=O)[O-])ncn1C	1.9	0	-4	i	-9	-4	2	-9	1
COc1ccc(CCN2C(=O)CSC2=Nc2ccc(C(C)C)cc2)cc1OC	0.1	4	7	i	44	-12	2	6	-2
CCOCc1c(C(=O)OCC(=O)/C(C#N)=C(\C)N)oc2ccccc12	-0.6	0	2	i	8	13	-9	-2	-4
COc1ccc(NC(=S)N2CCC(N(C)CC3CCCO3)CC2)cc1Cl (stereo not drawn)	-1.5	2	-8	i	-8	-2	-9	5	1
COc1ccc(S(=O)(=O)N2CCN(CC(=O)NCCc3cccs3)CC2)cc1	-0.8	-4	7	i	3	-3	-2	-4	-2
COc1cc(Cl)ccc1OCc1cc(C(=O)N2CCCC(OC)C2)no1 (stereo not drawn)	-1.6	-6	15	i	0	-3	-2	-5	-2
Nc1nc(N)nc(-c2cccc(Cl)c2)n1	-1.2	-6	19	i	-5	6	-2	3	-5
COCCN(C(=O)COC(=O)/C=C/c1ccc(Cl)c(Cl)c1)c1c(N)n(Cc2ccccc2)c(=O)[nH]c1=O	-0.8	2	1	i	-7	0	-3	-6	6
O=C(/C=C/c1cn(CC(O)CN2CCCCC2)c2ccccc12)c1ccccc1 (stereo not drawn)	0.0	-3	-4	i	-14	-49	-2	-27	-8
Cc1ccc(N(CC(=O)NCc2ccccn2)S(=O)(=O)c2ccccc2)cc1C	-0.2	0	-4	i	-2	-10	0	2	3
CCOCCCn1c(SCC(=O)Nc2ccccc2OC)nc2ccccc2c1=O	0.6	-1	-15	i	16	-7	-1	12	2
CCN(CC)CCNC(=O)C12CC3CC(C)(CC(C)(C3)C1)C2	-0.4	7	6	i	-4	-9	1	4	5
COc1ccc(NC(=O)/C(=C/c2cccs2)NC(=O)c2ccco2)cc1	2.2	-2	-5	i	-5	8	-9	5	-2
O=C(CSc1ccc2nnc(CCNC(=O)c3ccccc3)n2n1)NCc1ccccc1	-0.4	-4	6	i	-3	-5	0	-4	-2
Cc1ccc(S(=O)(=O)c2nc(Nc3ccccc3)sc2Cl)cc1	-1.7	-9	6	i	38	2	-1	11	2
O=c1c2sc3nc(N4CCOCC4)c4c(c3c2nnn1Cc1ccccc1)CCCC4	0.6	6	-6	.	23	-7	-7	9	0
CC(O)(c1ccncc1)c1nc(-c2cccc(C(F)(F)F)c2)cs1 (stereo not drawn)	-0.2	-29	21	i	3	3	0	3	0
O=C(SCc1c(O)c2ccccc2oc1=O)c1ccccc1	2.1	1	4	i	-2	1	-10	-3	4
COCCCNc1nc2ccccc2nc1NS(=O)(=O)c1cccc(C)c1	4.0	1	0	i	-1	-5	-5	0	0
CC12CCC3C(C1)C(C(=O)O2)C(=O)OC3(C)C (stereo not drawn)	0.1	0	12	i	-9	5	-2	0	1
Cc1ccc(CC(=O)O/N=C(\N)c2ccccn2)cc1	0.0	-3	-16	i	-4	-3	2	6	-2
C(=N\Nc1nc2ccccc2[nH]1)/c1c[nH]c2ccccc12	0.4	13	9	i	-15	10	-4	8	0
COC(=O)Nc1nc(-c2ccc(F)cc2)c(C)s1	-0.3	7	27	i	6	-2	-12	1	5.2*
CCOc1ccc(C(=O)NCC(=O)NNC(=O)CN(C)S(=O)(=O)c2ccc(Cl)cc2)cc1	-2.1	-1	9	i	-6	-13	0	11	1
NC(=O)COC(=O)c1cc(S(=O)(=O)N2CCN(c3ccccc3)CC2)ccc1Cl	0.9	-3	-7	i	-2	7	-4	12	1
CN1C(=O)C(CC(=O)Nc2ccc(F)cc2)N(Cc2cccs2)C1=S (stereo not drawn)	-0.5	1	3	i	45	-6	-2	-5	1

As entered above.
Cc1ccc(N(CC(=O)NCc2ccccn2)S(=O)(=O)c2ccccc2)cc1C in bovine MsrA act is entered as 0
CCOCCCn1c(SCC(=O)Nc2ccccc2OC)nc2ccccc2c1=O in bovine MsrA act is entered as -1
Cc1ccc(S(=O)(=O)c2nc(Nc3ccccc3)sc2Cl)cc1 in SKN-1 inh is entered as 6
CCOc1ccc(C(=O)NCC(=O)NNC(=O)CN(C)S(=O)(=O)c2ccc(Cl)cc2)cc1 in Rin1 Abl inh is entered as 1
CC(O)(c1ccncc1)c1nc(-c2cccc(C(F)(F)F)c2)cs1 (stereo not drawn) in Rin1 Abl inh is entered as 0

Compound profiles, from the list above. Screens in order: MsrA inhibitor	MT1-MMP act inh	SKN-1 inh	Neddylation inh	FAS-TE inh	E coli Lon inh	bovine MsrA act	NRP1-CendR mod	Rin1 Abl inh
CCOc1ccc(C(=O)NCC(=O)NNC(=O)CN(C)S(=O)(=O)c2ccc(Cl)cc2)cc1 in the list: -2.1	-1	9	i	-6	-13	0	11	1
Cc1ccc(N(CC(=O)NCc2ccccn2)S(=O)(=O)c2ccccc2)cc1C in the list: -0.2	0	-4	i	-2	-10	0	2	3

Next section:
SMILES	MsrA inhibitor	MT1-MMP act inh	SKN-1 inh	Neddylation inh	FAS-TE inh	E coli Lon inh	bovine MsrA act	NRP1-CendR mod	Rin1 Abl inh
O=C(Cc1ccc(Cl)cc1)Nc1ccc2oc(-c3ccncc3)nc2c1	-1.4	-3	6	i	-3	3	-1	-1	-25
COc1ccc2c(c1)OC1=C(C(=O)CCC1)C2C1=C(O)CCCC1=O (stereo not drawn)	-0.1	0	4	i	-8	3	-1	2	-5
CNc1ccc(Br)cc(C(=O)/C=C/c2cccc(OC)c2)c1=O	1.0	-8	17	i	0	-16	-4	-54	4
COc1ccccc1CNC(=O)C(NS(=O)(=O)c1cccc2nsnc12)C(C)C (stereo not drawn)	-0.2	2	7	i	-2	0	-1	6	-4
CN(C(=O)CCc1ccccc1F)C1CCCN(Cc2ccccc2F)C1 (stereo not drawn)	0.5	-2	-16	i	-2	3	0	11	1
Cc1ccc(Cl)c(OCC(O)CN(CCO)CCO)c1 (stereo not drawn)	1.7	0	0	i	-8	9	-3	2	-3
O=C1COc2ccc(S(=O)(=O)CCC(=O)N3CCN(c4cccc(C(F)(F)F)c4)CC3)cc2N1	-1.3	-5	-3	i	2	-2	1	-5	-1
CCCN(C(=O)CCNC(=O)Cn1cnc2ccccc2c1=O)c1cccc(Cl)c1	.	0	13	i	-4	5	-5	7	4
CC(C)C[C@H]1CNC(=S)N1C[C@H]1CCCN1C[C@H](CC(C)C)N1C[C@H](Cc2ccccc2)N(CCc2ccccc2)C1=S	1.0	-7	14	i	-118	-3	-1	17	9
O=C(/C=C/c1ccc2c(c1)OCO2)N1CCN(c2ccc(Cl)cc2)CC1	0.1	5	8	i	-7	0	-5	2	-1
CCC(C)N1C(=O)CN(C2CCCCCC2)C(=O)C1c1ccccc1F (stereo not drawn)	0.4	0	6	i	-1	5	-3	-8	-4
CN=C1S/C(=C\c2ccc(O)c(Br)c2)C(=O)N1C	0.3	-15	-6	i	-2	-8	-3	-7	-1
Cc1cccc2c(=O)cc(C)n(Cc3ccccc3)c12	-0.9	-8	5	i	21	14	-10	-13	0
O=C(CN1C(=O)C2C3C=CC(C3)C2C1=O)N1CC(=O)N(CCc2ccccc2)C(=O)C1 (stereo not drawn)	-0.5	1	5	i	-2	4	-2	15	0
Cc1ccc(NC(=S)NC2CCN(Cc3ccccc3)CC2)c(C)c1	-0.9	3	4	i	-6	9	-9	2	2

Compound activity (PubChem)
